# SMN2 splice enh = increases expression of the SMN2 splice variant | Potency, µM (highest dose often 46.1 µM), for inactives: at the highest dose activity change, positive = activation, hits mostly activators | hit rate 2.8% among 210,000 | HEK293 SMN2-luciferase splicing reporter, luminescence, 30-36 h | AID 1458; further: % of control where 0% means no effect; nearly all actives have a fitted effect of over 55% in size
#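 HEK293 cells carry an SMN2 […]–luciferase reporter in which exon 7 inclusion puts luciferase in frame. Cells were plated 10-12 h before compound addition, then incubated 30-36 h at 37C. ONE-Glo luminescence was read; sodium butyrate at 4.5 mM final served as control.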
# TRb-SRC2 inh = TRbeta-SRC2 interaction inhibition; Potency, µM (titrated, usually from 106 µM), for the others: top-dose activity change, negative = inhibition, hits mostly inhibitors; AID 1469; hit rate 0.065% among 280,000; TRbeta-SRC2 peptide binding, fluorescence polarization; receptor liganded with 1 µM T3; P10828;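 further: plate controls were bound peptide for no effect and peptide without receptor for full effect; nearly all actives have a fitted effect of over 50% in size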
#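 Compounds were added to 0.6 uM TRb ligand-binding domain and 20 nM Texas Red-labeled SRC2 peptide in Tris buffer containing 1 uM T3, incubated 5 hr at ambient temperature, then read by fluorescence polarization.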
# ALDH1A1 inh = blocks purified human ALDH1A1 activity. Potency, µM (series often up to 75.3 µM), for inactives: at the top dose activity, negative = inhibition, most hits filed as inhibitors. hit rate 7.3% among 220,000. P00352. Purified ALDH1A1, NADH fluorescence, propionaldehyde substrate; active means well fitted inhibition curve with a large enough effect, not every such curve was filed as active; inconclusive means small, poorly fitted or top-dose-only effect, or another doubt; inactive means no such curve, though single readings can be large or run the other way;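 further: plate controls were no enzyme wells and a reference inhibitor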
# RECQ1 helicase = blocks DNA unwinding by human RECQ1; RECQ1 DNA unwinding, red fluorescence kinetic read; P46063; Potency, µM (top dose mostly 57.3 µM), without a hit: top-dose activity, negative = inhibition, hits mostly inhibitors; hit rate 0.54% among 240,000;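 further: plate controls were vehicle for no effect and no enzyme for full effect; nearly all actives have a fitted effect of over 30% in size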
# Target sequence (P46063 whole entry, looked up): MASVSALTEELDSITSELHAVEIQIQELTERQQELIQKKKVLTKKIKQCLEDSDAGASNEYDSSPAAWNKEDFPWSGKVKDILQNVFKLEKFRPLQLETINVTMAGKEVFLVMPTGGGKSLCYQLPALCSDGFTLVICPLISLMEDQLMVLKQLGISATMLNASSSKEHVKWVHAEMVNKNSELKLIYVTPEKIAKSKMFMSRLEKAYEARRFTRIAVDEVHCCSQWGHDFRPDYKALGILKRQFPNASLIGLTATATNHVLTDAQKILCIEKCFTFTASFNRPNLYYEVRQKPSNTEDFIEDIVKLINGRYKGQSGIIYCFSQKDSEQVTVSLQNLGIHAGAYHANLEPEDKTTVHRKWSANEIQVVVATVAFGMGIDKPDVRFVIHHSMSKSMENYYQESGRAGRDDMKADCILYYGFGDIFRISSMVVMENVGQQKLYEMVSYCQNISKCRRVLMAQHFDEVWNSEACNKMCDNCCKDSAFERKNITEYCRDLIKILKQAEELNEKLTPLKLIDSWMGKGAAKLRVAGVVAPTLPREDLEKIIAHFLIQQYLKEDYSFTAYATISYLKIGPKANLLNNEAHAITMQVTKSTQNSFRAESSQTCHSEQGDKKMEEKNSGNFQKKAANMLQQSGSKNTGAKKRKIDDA
#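 50 nM RECQ1T1 preincubated 15 min with compound in Tris pH 8.0 buffer with MgCl2, DTT, Tween-20 and 2.5 ug/ml poly(dI-dC); started with 200 nM TAMRA/BHQ-2 forked duplex and 2 mM ATP. Unwinding read as fluorescence (525/598 nm), two reads 2 h apart.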
# Lamin A splicing = modulators of lamin A splicing. hit rate 0.01% among 200,000. Potency, µM (series often up to 46.1 µM), inactives show at the top dose ratio change, negative = inhibition, usual class: inhibitors. AID 1487. HeLa LMNA splicing GFP/RFP minigene ratio, 48 h; active means well fitted inhibition curve with a large enough effect in the signal ratio, with a control signal flat, not every such curve was filed as active; inconclusive means small, poorly fitted or top-dose-only effect, or effect the other way, or a change in a side signal; the % refers to the signal ratio; further: on the % scale 0 is the no-effect control and ±100 the full control effect
#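 S3 HeLa stable clones carrying a lamin A-EGFP splicing minigene plus DsRed2 were seeded at 600 cells/well in Opti-MEM with 2% FBS, pin-dosed and incubated 48 h at 37°C. Acumen cytometry (488 nm) gave the GFP/RFP total-intensity ratio.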
# TR SRC2 fluor cs = counter-screen for TRb-SRC2 inhibitors: fluorescence interference; TRb/SRC2 Texas Red total fluorescence interference; Potency, µM (titrated, usually from 106 µM), inactives show top-dose fluorescence change, negative = quenching; hit rate 0.29% among 280,000; AID 1479; active means well fitted curve in either direction with a large enough effect; inconclusive means small, poorly fitted or top-dose-only effect; further: on the % scale 0 is the no-effect control and ±100 the full control effect
#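 Human TRβ ligand-binding domain (0.6 uM) and Texas Red SRC2 peptide (20 nM) in Tris buffer with 1 uM T3 and 5% DMSO were incubated with pinned compound for 5 hr at ambient temperature. Total fluorescence was computed as S + 2P (555/632 nm).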
# KDM4E inh = inhibitors of human JMJD2E histone demethylase; Potency, µM (series often up to 57.1 µM), for the others: at the top dose activity change, negative = inhibition, hits mostly inhibitors; B2RXH2; JMJD2E catalytic domain, FDH-coupled NADH fluorescence (FDH is formaldehyde dehydrogenase); hit rate 1.6% among 230,000; AID 2147; active means well fitted inhibition curve with a large enough effect, not every such curve was filed as active; inconclusive means small, poorly fitted or top-dose-only effect, or another doubt; inactive means no such curve, though single readings can be large or run the other way;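 further: 0% = wells with enzyme and -100% = buffer wells without enzyme; nearly all actives have a fitted effect of over 50% in size; many of its hits are not listed in these tables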
# Target sequence (B2RXH2 1-337 limits assumed): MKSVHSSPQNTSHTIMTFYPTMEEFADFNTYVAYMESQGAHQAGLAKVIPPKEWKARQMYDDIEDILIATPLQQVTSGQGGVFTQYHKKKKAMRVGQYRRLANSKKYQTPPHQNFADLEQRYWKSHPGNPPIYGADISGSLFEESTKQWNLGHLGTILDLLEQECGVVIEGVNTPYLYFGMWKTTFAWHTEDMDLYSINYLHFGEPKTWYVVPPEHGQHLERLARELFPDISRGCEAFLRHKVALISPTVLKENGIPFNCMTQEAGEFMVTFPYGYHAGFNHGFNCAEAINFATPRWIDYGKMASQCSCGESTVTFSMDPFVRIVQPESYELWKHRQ
# GoLoco inh red = blocks human Gai1 binding to RGS12 GoLoco peptide, red readout; P63096; Gai1:RGS12 GoLoco peptide FP, rhodamine, 10 min; Potency, µM (highest dose often 61.6 µM), inactives show at the highest dose activity, negative = inhibition, most hits filed as inhibitors; hit rate 0.44% among 230,000; AID 880; active means well fitted inhibition curve with a large enough effect, not every such curve was filed as active; inactive means no such curve, though single readings can be large or run the other way; further: on the % scale 0 is the no-effect control and ±100 the full control effect; nearly all actives have a fitted effect of over 30% in size; many of its hits are not listed in these tables
# * hit, by the source's call; i = inactive; u = inconclusive; x = not tested or not shown; [ ] = remark or other dose. Unless noted, the call rests on the fitted dose curve; in most records, active means well fitted curve in the direction sought with a large enough effect; inconclusive means small, poorly fitted or top-dose-only effect, or another doubt; inactive means no such curve, though single readings can be large; an effect the other way counts as inactive or inconclusive. Potency means the concentration at half of the fitted maximal effect.
# Values in the order – Lamin A splicing, TR SRC2 fluor cs, TRb-SRC2 inh, SMN2 splice enh, KDM4E inh, GoLoco inh red, RECQ1 helicase, ALDH1A1 inh
1: CCOC(=O)c1nn(-c2ccccc2)c2nnc(Cc3ccc(Cl)cc3)c(=O)n12
    3%, 0%, -2%, 0%, 6%, 8%, 1%, -2%
2: COCCN1Cc2cccc(C(=O)Nc3cccc(OC)c3)c2C1=O
    4%, -1%, -4%, -32%[inhibitor], 0%, 5%, -3%, 5%
3: CCS(=O)(=O)c1ccc(C(=O)Nc2ccccc2OC)c(Cl)c1Cl
    1%[46 µM], 0%, 1%, -4%, 3%, 6%, -2%, 2%
4: O=C(OCc1cccc([N+](=O)[O-])c1)c1cc(=O)[nH]c2ccccc12
    u, -2%, 15%, -21%, -12%, 2%, i, 5%
5: CC1CCCCN1CCn1cnc2c([nH]c3ccccc32)c1=O (stereo not given)
    u, -2%, 7%, 24%, u, 2%, -5%, -12%
6: O=C(Nc1ccccc1)c1nccn1Cc1ccc(F)cc1
    25%[9.22 µM], -2%, -9%, 19%, 2%, 3%, -2%, 8%
7: Cc1ccccc1OCC(=O)OCC(=O)NCc1cccs1
    0%, -1%, 8%, -43%, 1%, 5%, 3%, -3%
8: CN1/C(=C/C(=S)NC(=O)C2CCC2)C(C)(C)c2ccccc21
    -4%[46 µM], -1%, -7%, 3%, 1%, 13%, -6%, u
9: CCCCCn1c(C(C)NC(=O)CCC)nc2ccccc21 (stereo not given)
    -6%, -3%, -9%, -13%, 2%, 2%, 1%, 5%
10: COc1cc2nc(CN3C(=O)c4ccccc4C3=O)oc(=O)c2cc1OC
    u, -2%, -5%, -15%, u, 4%, -7%, 13%
11: COc1ccc(NS(=O)(=O)c2ccc(NC(C)=O)cc2)cc1OC
    u, 1%, -9%, -52%[inhibitor], 2%, 6%, 5%, 1%
12: O=C(Nc1cccc(Cl)c1)Nc1nnc(CC2=CCCCC2)s1
    -4%, 0%, 0%, -63%[inhibitor], -8%, -1%, 1%, 6%
13: COc1ccccc1-n1cnnc1SCC(=O)Nc1cccc(S(=O)(=O)N2CCCCC2)c1
    u, -1%, -5%, -43%[inhibitor], 12%, 11%, -4%, 0.63µM*
14: O=C(CSc1ccc2nnc(-c3ccccn3)n2n1)Nc1ccc2c(c1)OCO2
    1%, -1%, 7%, -2%, 0%, -7%, 1%, 4%
15: Cc1cccc(-c2noc(Cc3ccccc3)n2)c1
    13%, 1%, -1%, u, -3%, -4%, -15%, 2%
16: COc1cc(C(=O)NCC(=O)N/N=C(/C)c2cccs2)cc(OC)c1OC
    -13%, 0%, 7%, -15%, 5%, 5%, i, 11%
17: Cc1ccc(Nc2c(-c3ccccn3)nc3cccc(C)n23)cc1
    x, -2%, 9%, -95%[inhibitor], 1%, -1%, -5%, -4%
18: COc1cc(/C=C2\SC(=S)N(NS(=O)(=O)c3ccc(C)cc3)C2=O)cc(OC)c1OC
    x, -2%, -1%, x, -2%, 4%, -3%, x
19: NS(=O)(=O)c1cccc(NC(=O)COC(=O)/C=C/c2ccco2)c1
    19%[46 µM], -2%, 10%, 2%, 1%, 6%, i, u
20: O=C(CSc1ccc(-c2ccc(F)cc2)nn1)NCC1CCCO1 (stereo not given)
    11%[46 µM], 2%, 4%, -1%, 3%, -8%, -1%, 3%
21: CCc1ccccc1NC(=O)c1ccc([N+](=O)[O-])s1
    u, 0%, -3%, -46%[inhibitor], 1%, 3%, -3%, 12%
22: CCc1ccc(C2C(C#N)=C(N)N(N(C)C)C3=C2C(=O)CCC3)s1 (stereo not given)
    u, 1%, -10%, -7%, u, 7%, 1%, u
23: CC(C)CCN1CCN(Cc2cccc3cccnc23)CC1CCO (stereo not given)
    u, -1%, -2%, x, -1%, 10%, -4%, 2%
24: CCNC(=O)CP(=O)(c1ccccc1)c1ccccc1
    -1%, 1%, -7%, 0%, 2%, -1%, -12%, 10%
25: CC(C)(C)OC(=O)NCCc1nnc(SCC(=O)c2ccc(Cl)cc2)o1
    -16%, 2%, 10%, -55%[inhibitor], 7%, 6%, -10%, 13µM*
26: N#Cc1c(N)sc(=S)c2c1CCCC2
    18%, 0%, 4%, 1%, 4%, -19%, -3%, u
27: Cc1ccccc1NC(=O)N1CCCC(c2nc(-c3ccc(C(C)C)cc3)no2)C1 (stereo not given)
    u, 1%, 0%, -62%[inhibitor], -3%, 3%, 14%, -7%
28: CCOC(=O)C1(Cc2ccc(Cl)cc2)CCN(C(=O)c2cc(C)nc(C)n2)CC1
    x, 2%, -3%, x, 9%, 11%, -2%, 0%
29: CN1CCN(c2ccc([N+](=O)[O-])cc2S(=O)(=O)N2CCOCC2)CC1
    8%, 3%, -10%, 8%, 2%, 6%, 14%, 10%
30: COc1ccc(CCNC(=O)c2cc(-c3cc(C)cc(C)c3O)n[nH]2)cc1OC
    x, -2%, -1%, x, -19%, 7%, -17%, x
31: CCN(CC)CCCNC(=S)N(Cc1cccnc1)Cc1cc2cc(C)ccc2[nH]c1=O
    x, 0%, 1%, x, u, -2%, 2%, x
32: Cc1ccc(C(=O)Nc2cc3ccccc3oc2=O)cc1
    u, -1%, -8%, x, u, -8%, i, u
33: COc1ccc(C(=O)NCc2cccnc2)cc1OC
    11%, 4%, -21%, -4%, 12%, -19%, -4%, 25µM*
34: Cc1cc(SCC(=O)c2ccccc2)n2nc(C)nc2n1
    u, -5%, -4%, -31%[inhibitor], -4%, 22%, 6%, 20µM*
35: O=C(Nc1ccc(OCC(=O)N2CCOCC2)cc1)Nc1cccc2ccccc12
    -3%[46 µM], 0%, 3%, x, u, -2%, -2%, -3%
36: C/C(=N\NC(=O)c1ccc([N+](=O)[O-])cc1Cl)c1ccccc1
    x, -2%[53 µM], 5%[53 µM], x, 7%, -5%, i, u
37: CCOC(=O)N1CCC(NC(=O)C2CCN(S(=O)(=O)c3cnc[nH]3)CC2)CC1
    -5%, 1%, 2%, 6%, 2%, 10%, 0%, 10%
38: C[N+]1(CC(O)COc2ccccc2)CCN(C(=O)c2ccc([N+](=O)[O-])cc2)CC1 (stereo not given)
    0%, 0%, -7%, 2%[1.84 µM], -4%, 13µM*, 0%, 10%
39: COc1cccc(-c2cncnc2Nc2ccccc2)c1
    6%, x, x, x, x, 6%, 1%, -3%
40: CC(=O)NS(=O)(=O)c1ccc(NC(=S)NC(=O)CC(C)C)cc1
    4%[46 µM], 1%[53 µM], 6%[53 µM], x, -2%, 4%, i, 9%
41: COc1cc(C(=S)N2CCCC2)cc(Cl)c1OCC(=O)Nc1ccc(C)cc1C
    u, -3%, -1%, 20%, 6%, 12%, 1%, 2.5µM*
42: O=C(NCc1cccnc1)C1CC(=O)N(c2ccc(F)cc2)C1 (stereo not given)
    1%, 0%, 0%, -13%, -7%, 6%, 2%, -16%
43: CCCCCCCC/C=C/CCCCCCCCOP(=O)([O-])OCC[N+](C)(C)C
    x, 0%, -2%, 1%, 18%, 3%, i, -11%
44: Nc1nc(NS(=O)(=O)c2ccc(Cl)cc2)nn1-c1ccccc1
    x, 0%, -2%, x, -1%, 0%, 26%, x
45: CCC(=O)N1CCc2cc(S(=O)(=O)CCC(=O)NCCC3=CCCCC3)ccc21
    4%, 0%, -5%, -17%, 4%, -1%, -5%, u
46: O=C(O)c1ccc(CNCc2ccc(Cl)cc2)cc1
    -2%, 0%, -1%, -7%, 9%, -5%, -3%, 23%
47: COC(=O)c1ccccc1OC(=O)c1cccnc1
    12%, -2%, -5%, -5%, -4%, 13%, i, -7%
48: CCn1c(=O)cc(OCC(=O)NCCC(C)C)c2ccccc21
    1%, 2%, 7%, u, -15%, -5%, -2%, -10%
49: Cc1cccc(NC(=O)/C(=C\c2ccco2)NC(=O)c2cccs2)c1
    4%, -3%, -7%, 15%, 16%, 13%, -7%, 12%
50: CC(O)CNCCOc1cccc(Oc2ccccc2)c1 (stereo not given)
    u, 1%, 3%, -13%, u, -5%, i, -2%
51: Cc1cc(C)nc(N(C#N)CC(=O)N(c2ccccc2)C(C)C)n1
    5%, -6%, 5%, -6%, -1%, -8%, -4%, 7%
52: Cc1cc(=O)n(-c2ccccc2)n1C
    u, -2%[201 µM], 1%[201 µM], 4%, 5%, 1%, 0%, 3%
53: CC1CCCN(CCOCCOc2ccc(Cl)cc2Br)C1 (stereo not given)
    -8%, 2%, 0%, -2%, -30%, -11%, i, -7%
54: Cc1cc(C)n2c(SC/C(O)=C(\C#N)c3nc4ccccc4[nH]3)nnc2n1
    -3%, u, 5%, -10%, u, 134%[activator], u, 18µM*
55: O=C(NCc1ccccn1)c1cc2n(n1)C(C(F)(F)F)CC(c1ccco1)N2 (stereo not given)
    -8%, -2%, -1%, -5%, 3%, 28%, -23%, u
56: COCCCn1c(=NC(=O)c2ccccc2)c(C#N)cc2c(=O)n3cccc(C)c3nc21
    x, 0%, 4%, x, u, 5%, 6%, u
57: Cc1ccc(NC(=O)/C(C#N)=C/c2ccsc2)c(C)c1
    -6%, -2%, -7%, 7%, u, -1%, -4%, 8%
58: CCOC(=O)c1csc(NC(=O)Nc2cccc(Cl)c2)n1
    -7%, 1%[53 µM], -3%[53 µM], -17%, 1%, -4%, -6%, 6%
59: CC(CN1CCCCC1)C(=O)NN (stereo not given)
    -11%[46 µM], -3%, 2%, 0%, 14%, 14%, i, 10%
60: CCOCC(=O)Nc1ccc(C)c(Cl)c1
    7%, 1%, 6%, -28%, -5%, -5%, -8%, 25µM*
61: CCN1CN=C(NS(=O)(=O)c2ccc(C)cc2)NC1
    u, 2%, 0%, -10%, 0%, 12%, 16%, 8%
62: COc1ccc(OC)c(C2=Nn3c(nnc3-c3ccco3)SC2)c1
    -2%, -3%, 1%, -2%, -1%, -8%, -10%, -5%
63: COc1ccc(/C=C/C(=O)c2ccc(O)cc2)cc1
    x, -3%, 0%, x, 3%, 0%, -21%, 0%

# High-throughput results: PubChem, National Center for Advancing Translational Sciences (NCATS)

# These rows are one share of the data; count on the stated rates, not on these rows.
